Compound activity: PubChem BioAssay, National Center for Advancing Translational Sciences (NCATS)
TRPV1 agonist: HTS Assay for Compounds that Act as Agonists of the Vanilloid Receptor 1; TRPV1-expressing cells, Fluo-8 calcium influx, agonist mode; activation, % at 8.33 µM; actives 0.19% (n = 320,000); AID 540275, 2011; in the data active means activation above about 80%; inconclusive means between about 30% and that limit; further: 0% is about no effect
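TRPV1-expressing cells were cultured overnight at 35.5C and loaded with Fluo-8 calcium dye for 40 to 90 min at room temperature. After a 10 s baseline, compound was added and calcium influx was read kinetically for 3 min (ex 480/em 520 nm).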
KCNH2 3.1 inh: qHTS for Inhibitors of KCHN2 3.1: Mutant qHTS. actives 0.95% (n = 340,000). activity change, % (tested at about 1.8 µM). AID 720553, 2013. U2OS KCNH2 3.1, thallium flux FluxOr; hits give low values. Potassium voltage-gated channel subfamily H member 2, brain isoform KCNH2 3.1 (human);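 active means maximum activity change below -70%; inconclusive means maximum activity change from -70% to -50%; inactive means maximum activity change above -50%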;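 further: thallium influx rate constant from kinetic fluorescence after stimulation buffer; on the % scale 0 is the no-effect control and ±100 the full control effect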
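Virally transduced U2OS (3.1 isoform, 4 h infection in dark at RT) → overnight 37 C → FluxOr + Red40 in HBSS/HEPES, 45 min → stimulation buffer, 2 min kinetic read → rate constant vs DMSO controls.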
AT treatment: qHTS Assay for Identifying a Potential Treatment of Ataxia-Telangiectasia; Potency, µM (top dose mostly 57.5 µM), for inactives: at the highest dose activation, hits mostly activators; […] A-T fibroblasts, KAP-1 phosphorylation AlphaLISA; neocarzinostatin DNA damage 30 min before lysis; actives 0.19% (n = 320,000); AID 485349, 2010; further: potency means the concentration at half of the fitted maximal effect; % of control where 0% means no effect; nearly all actives have a fitted effect of over 45% in size
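ATM-like activity read as KAP-1 phosphorylation via AlphaLISA donor/acceptor antibody pairs after lysis and 6 hr at 25C. Cells were ATM-null patient fibroblasts ([…], hTERT), dosed 60 min, then exposed to the DSB inducer NCS for 30 min.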
TSHR antagonist: Antagonists of the Thyroid Stimulating Hormone Receptor: HTS campaign; Thyrotropin receptor (Homo sapiens), P16473; TSHR-expressing cells, TSH-stimulated cAMP HTRF, 2 h; hits give low values; activity change, negative = inhibition, % at 11.5 µM; actives 0.2% (n = 330,000);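 active means activity change below a set negative limit, meaning inhibition stronger than a set level, cut at about -70% in these data; inconclusive means activity change between two set negative limits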; further: on the % scale 0 is the no-effect control and ±100 the full control effect
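Cell-based HTRF cAMP assay; TSHR cells + compound, TSH EC80 (4nM final), 2 h, 37 deg C. Lysis with anti-cAMP cryptate and cAMP-d2, 30 min RT, read 665/620 nm.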
Eya2 phos inh: qHTS Assay for Inhibitors of the Phosphatase Activity of Eya2. actives 0.006% (n = 330,000). recombinant Eya2, OMFP fluorescence dephosphorylation (OMFP is methylfluorescein phosphate). AID 488837, 2010. Potency, µM (series often up to 76.9 µM), without a hit: top-dose activity, negative = inhibition, usual class: inhibitors. Protein phosphatase EYA2 (Homo sapiens), O00167; further: potency means the concentration at half of the fitted maximal effect; on the % scale 0 is the no-effect control and ±100 the full control effect
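Eya2 (0.2 uM) preincubated 10 min at ambient with compound, then OMFP substrate added at 50 uM; 10 min reaction in 50 mM HEPES pH 7.5, 50 mM NaCl, 5 uM MgCl2, 0.05% BSA, 1 mM DTT. Fluorescence read at Ex 485/Em 525 nm.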
TCR act: Activators of T cell receptors: qHTS campaign | primary human leukocytes, anti-CD3, IL-2 HTRF, 48 h | Potency, µM (highest dose often 9.22 µM), without a hit: at the top dose activation of IL-2 secretion, usual class: activators | 330,000 tested, under 10 active; further: % of control where 0% means no effect
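IL-2 release read by HTRF sandwich (Eu cryptate donor, d2 acceptor, 665 nm emission) after 48 hr exposure of primary human leukocytes to compound together with anti-CD3 beads in the absence of co-stimulatory signals.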
hERG WT inh: qHTS for Inhibitors of KCHN2 3.1: Wildtype qHTS; activity change, % at 1.84 µM; actives 0.37% (n = 340,000); U2OS, BacMam KCNH2, thallium flux FluxOr; hits give low values; AID 720551, 2013;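 active means maximum activity change below -70%; inconclusive means maximum activity change between -70% and -50%; inactive means maximum activity change above -50%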; further: on the % scale 0 is the no-effect control and ±100 the full control effect
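U2OS cells transduced with wild-type KCNH2 virus are loaded with FluxOr dye for 45 min, and thallium flux is measured in kinetic reads before and after stimulation buffer. Rate constants are normalized to DMSO controls.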
ELG1 DNA repair: qHTS screen for small molecules that inhibit ELG1-dependent DNA repair in human embryonic kidney (HEK293T) cells expressing luciferase-tagged ELG1 | HEK293T ELG1-luciferase reporter, luminescence, 16 h; DNA damage induced by 5-fluorouridine | Potency, µM (highest dose often 46.1 µM), without a hit: at the highest dose activity change, negative = inhibition, usual class: inhibitors | actives 2.3% (n = 330,000) | AID 504467, 2011; further: potency means the concentration at half of the fitted maximal effect; on the % scale 0 is the no-effect control and ±100 the full control effect; nearly all actives have a fitted effect of over 55% in size
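Luminescence from the luciferase reporter, measured 30 min after ONE-Glo reagent at room temperature, was the read-out. Beforehand, 2,000 cells per well were exposed for 16 hr at 37 °C to 5-fluorouridine together with compound or vehicle.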
Mito fusion act: qHTS Assay for Small Molecule Inhibitors of Mitochondrial Division or Activators of Mitochondrial Fusion; S. cerevisiae fusion-defective mutant growth rescue, CellTiterGlo 48 h; Potency, µM (titrated, usually from 46.1 µM), for inactives: at the highest dose growth rescue (activation), actives largely listed as activators; actives 0.23% (n = 320,000);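 further: potency means the concentration at half of the fitted maximal effect; % of control where 0% means no effect; nearly all actives have a fitted effect of over 45% in size; temperature-sensitive fusion mutants such as fzo1-1 at 37 °C on non-fermentable ethanol glycerol medium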
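S. cerevisiae fusion-defective temperature-sensitive mutants (e.g. fzo1-1, mgm1-5) grown 48 h at 37C in YPEG (ethanol/glycerol non-fermentable) medium with 23 nl compound per well; growth rescue read as CellTiterGlo luminescence.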
USP2a block: qHTS Assay for Inhibitors of Ubiquitin-specific Protease USP2a Using CHOP2 as the Reporter. Ubiquitin carboxyl-terminal hydrolase 2 (Homo sapiens), O75604. USP2 core, Ub-CHOP2 coupled fluorogenic reporter, 485/531. Potency, µM (titrated, usually from 38.3 µM), without a hit: top-dose activity change, negative = inhibition, usual class: inhibitors. actives 0.01% (n = 330,000). AID 463254, 2010;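 further: potency means the concentration at half of the fitted maximal effect; plate controls were DMSO wells for no effect and full inhibition by NEM control for full effect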
Target sequence (O75604 whole entry, looked up): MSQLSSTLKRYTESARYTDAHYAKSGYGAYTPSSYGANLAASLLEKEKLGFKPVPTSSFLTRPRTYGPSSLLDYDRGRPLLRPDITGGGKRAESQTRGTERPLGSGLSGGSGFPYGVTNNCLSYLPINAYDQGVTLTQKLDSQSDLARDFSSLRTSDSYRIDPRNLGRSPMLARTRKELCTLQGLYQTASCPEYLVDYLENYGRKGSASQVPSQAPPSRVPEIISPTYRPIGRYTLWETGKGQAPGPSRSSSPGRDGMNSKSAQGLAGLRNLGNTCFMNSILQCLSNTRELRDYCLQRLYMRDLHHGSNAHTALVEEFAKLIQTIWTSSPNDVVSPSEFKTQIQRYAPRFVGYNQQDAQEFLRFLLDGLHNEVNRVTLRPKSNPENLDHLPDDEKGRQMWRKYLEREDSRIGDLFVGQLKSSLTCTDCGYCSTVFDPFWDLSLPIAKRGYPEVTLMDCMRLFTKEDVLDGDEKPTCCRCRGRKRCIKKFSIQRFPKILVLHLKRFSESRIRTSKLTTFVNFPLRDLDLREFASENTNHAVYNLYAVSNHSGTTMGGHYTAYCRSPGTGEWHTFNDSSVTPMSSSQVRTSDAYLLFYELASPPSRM
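USP2 core (10nM final) preincubated 30min RT with compound in 20mM Tris-HCl pH 8.0, 2mM CaCl2, 2mM beta-mercaptoethanol, 0.05% CHAPS; 25nM Ub-CHOP2 plus 25nM reporter substrate added, fluorescence (Ex485/Em531) read after 60min.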
* marks the source's active call; other numbers are inactive results; ? = inconclusive; . = not tested or not shown; [ ] = another dose, or the depositor's remark. Unless noted, the call rests on the fitted dose curve; in most records, active means well fitted curve in the direction sought with a large enough effect; inconclusive means small, poorly fitted or top-dose-only effect, or another doubt; inactive means no such curve, though single readings can be large; an effect the other way counts as inactive or inconclusive. These rows are one share of the data; rates above refer to the full screens.

SMILES	TRPV1 agonist	KCNH2 3.1 inh	AT treatment	TSHR antagonist	Eya2 phos inh	TCR act	hERG WT inh	ELG1 DNA repair	Mito fusion act	USP2a block
O=C(CN1CCOCC1)Nc1ccc(Br)cc1C(=O)c1ccccc1	6.0	-22.1	0.3%	6.3	-1.8%	5.5%[46.1 µM]	17.0	-7.1%	4.5%	4.2%
CC1CCc2c(sc3nc(CSc4n[nH]c(N)n4)[nH]c(=O)c23)C1 (centres undefined)	14.1	-8.1	-3.2%	-1.1	-8.7%	-2.2%[46.1 µM]	-2.8	?	-5.1%	0.2%
Cn1c(O)c(C(c2ccncc2)c2c(O)n(C)c(=S)n(C)c2=O)c(=O)n(C)c1=S	-0.3	-19.6	3.1%	2.2	2.2%	0.5%	-31.5	2.6%	2.9%	4.1%
CCOc1cc2[nH]c(=S)n(CCCC(=O)N3CCC4(CC3)OCCO4)c(=O)c2cc1OCC	0.6	-1.3	0.4%	5.3	1.0%	0.6%	-3.1	-15.5%	-1.9%	1.9%
Cc1ccc2c(c1)C1CN(C)CCC1N2C(=O)Cn1nnc(-c2ccccc2F)n1 (centres undefined)	2.4	?	5.4%	5.7	2.0%	-5.0%	-3.2	-5.4%	-2.9%	2.0%
CCC(C)n1c(O)c(/C=N/N2CCOCC2)c(=O)[nH]c1=S (centres undefined)	2.6	-3.3	-7.3%	-12.6	0.1%	0.1%[46.1 µM]	-3.6	-0.3%	-2.3%	5.6%
COC(=O)C1=C(c2ccc(F)cc2F)C[C@@H]2CC[C@H]1N2C(=O)NCCO	-2.9	8.2	?	-2.2	-5.3%	4.6%	11.3	19.9%	-4.8%	0.8%
Cc1nccn1-c1c([N+](=O)[O-])c(=O)n(C)c2ccccc12	1.2	16.0	3.16µM*	17.5	12.3%	-0.9%	-1.7	9.0%	-8.9%	0.5%
CCN1CCN(Cc2ccc(C)cc2)CC1	-1.1	-3.8	-5.3%	-10.4	-1.6%	-4.9%	8.7	10.7%	-3.5%	1.7%
CCCNC(=O)c1c(N)n(CC2CCCO2)c2nc3ccccc3nc12 (centres undefined)	-3.3	3.1	?	-1.6	-6.5%	.	8.8	?	-3.7%	-17.2%
COc1ccc(C(CC(=O)N2CCC3(CC2)OCCO3)NS(=O)(=O)c2ccc(OC)cc2)cc1 (centres undefined)	1.4	-7.5	1.6%	3.7	7.1%	-0.2%	4.5	6.8%	2.5%	1.0%
Cc1ccc2c(c1)C1CN(C)CCC1N2C(=O)c1ccco1 (centres undefined)	4.3	11.8	1.8%	15.0	-1.1%	-18.4%	0.3	16.5%	0.1%	-4.4%
O=C(O)CCn1cc(C=C2C(=O)NC(=O)NC2=O)c(-c2ccc(Br)cc2)n1	-3.5	2.2	-2.1%	-4.9	-4.1%	-2.0%[46.1 µM]	-0.2	0.4%	-6.2%	0.7%
O=c1[nH]c(=S)n(CCC2=CCCCC2)c(O)c1C=NCCCn1ccnc1	-0.1	-43.0	0.9%	-10.4	17.8%	2.6%	-27.2	10.2%	3.2%	1.0%
Cc1ccc[n+](CC(O)Cn2c3ccccc3c3ccccc32)c1 (centres undefined)	-1.1	2.2	15.6%	20.0	-7.1%	0.8%[46.1 µM]	-8.6	-2.9%	0.1%	5.3%
Nc1cc(Cl)c2nonc2c1[N+](=O)[O-]	-3.3	-0.8	-0.9%	?	-2.0%	-0.8%[46.1 µM]	3.1	?	-0.2%	5.3%
N#CC1=C(N)Oc2c(c(=O)sc3ccccc23)C1c1ccncc1 (centres undefined)	0.2	-5.4	0.8%	-10.4	12.6%	.	27.4	-7.4%	0.4%	0.2%
O=C(C(Cc1ccccc1)NS(=O)(=O)c1ccc(F)cc1)N1CCC2(CC1)OCCO2 (centres undefined)	2.3	12.0	.	6.3	-10.3%	-2.2%	8.6	?	-1.4%	-7.8%
CCn1cc(CN2CCCC(C(=O)c3cccc(OC)c3)C2)c(C)n1 (centres undefined)	13.1	-4.0	3.9%	-6.2	-3.2%	0.2%	6.1	?	-3.3%	0.5%
O=[N+]([O-])c1ccc(N2CCCC2)c2ncccc12	6.6	0.5	-2.2%	-11.8	12.4%	3.6%	-2.0	12.6%	4.2%	11.6%
Cc1ccc(-n2c(O)c(/C=N/NC(=O)c3ccncc3)c(=O)[nH]c2=O)cc1C	18.7	10.4	-4.7%	4.8	5.6%	1.6%[46.1 µM]	5.5	5.6%	-2.2%	-0.3%
CC(C)(C#CCCCCC#CC(C)(C)[N+](C)(C)C)[N+](C)(C)C	2.4	.	-23.1%	-1.4	-0.1%	.	.	9.2%	-2.8%	-2.0%
Cc1ccc(Cn2nc(C)c(C=O)c2Cl)cc1	-0.1	10.8	0.4%	-0.5	-2.4%	-0.2%	-1.9	14.2%	1.7%	0.2%
CCCCn1c(NS(=O)(=O)c2ccccc2)c(C(=O)OCC)c2nc3ccccc3nc21	-0.4	3.8	.	40.4	-10.3%	-0.9%[46.1 µM]	7.6	-19.0%	7.1%	-21.8%
CC(C)N1C(=O)CC2(CC[N+](C)(CCOC(=O)C(O)(c3ccccc3)c3ccccc3)CC2)C1=O (centres undefined)	1.6	-9.0	21.9%	-2.0	4.1%	-2.8%	-3.1	0.0%	4.5%	2.0%
COCCCn1c(N)c(C(=O)OC(C)COC)c2nc3ccccc3nc21 (centres undefined)	0.0	-6.8	14.7%	-5.1	17.2%	-5.5%	4.9	?	-0.3%	0.2%
O=P(Oc1ccccc1)(Oc1ccccc1)C(Nc1ccccc1)c1ccccc1 (centres undefined)	27.3	-70.1*	7.0%	-7.9	5.6%	-6.4%[46.1 µM]	2.8	20.6µM*	1.1%	0.8%
CCC(=NCC1CCCO1)c1c(O)n(-c2ccccc2)c(=O)[nH]c1=O (centres undefined)	-3.4	11.3	3.4%	1.1	-19.4%	-3.7%	6.6	-2.6%	0.5%	1.7%
Cc1cc2ccccc2c(=O)n1CC(=O)NCC(=O)N1CCC2(CC1)OCCO2	-0.7	-2.5	-5.5%	6.9	7.7%	0.0%	1.9	-2.8%	4.5%	0.3%
Cc1[nH]c2ccccc2c1CCCNC1CCCCC1	12.3	-0.1	1.1%	4.1	-4.1%	19.3%[46.1 µM]	-48.7	-2.1%	2.3%	2.5%

Looked up by compound from above, 2 records:
SMILES	TRPV1 agonist	KCNH2 3.1 inh	AT treatment	TSHR antagonist	Eya2 phos inh	TCR act	hERG WT inh	ELG1 DNA repair	Mito fusion act	USP2a block
Cc1cc2ccccc2c(=O)n1CC(=O)NCC(=O)N1CCC2(CC1)OCCO2	-0.7	-2.5	-5.5%	6.9	7.7%	0.0%	1.9	-2.8%	4.5%	0.3%
CCCCn1c(NS(=O)(=O)c2ccccc2)c(C(=O)OCC)c2nc3ccccc3nc21	-0.4	3.8	.	40.4	-10.3%	-0.9%[46.1 µM]	7.6	-19.0%	7.1%	-21.8%

The list continues:
SMILES	TRPV1 agonist	KCNH2 3.1 inh	AT treatment	TSHR antagonist	Eya2 phos inh	TCR act	hERG WT inh	ELG1 DNA repair	Mito fusion act	USP2a block
CP(=O)(O)CCCN	0.5	-7.3	4.6%	15.6	2.9%	-3.3%	-19.4	-9.8%	0.2%	-0.2%
COc1ccc(CN2CCCC(C(=O)c3sccc3C)C2)cc1O (centres undefined)	11.3	-49.2	3.0%	-8.0	-10.2%	1.9%	40.9	-17.8%	1.3%	4.3%
Cc1cccc(C(=O)NC(Oc2ccccc2)C(Cl)(Cl)Cl)c1 (centres undefined)	20.9	-2.5	2.5%	-10.3	-10.3%	.	1.6	12.0%	5.2%	0.0%
S=c1[nH]nc(-c2ccc3ccccc3n2)n1-c1ccc2c(c1)OCCO2	-5.0	1.6	20.3%	16.4	2.2%	-17.6%	4.0	?	7.7%	-1.3%
COC(=O)C1=C(c2ccc3ccccc3c2)C[C@@H]2CC[C@H]1N2C(=O)NCc1ccc(C(F)(F)F)cc1	-0.1	-34.7	-6.1%	-7.8	-13.2%	-0.4%	-9.3	?	-3.5%	-6.9%
O=C(Nc1ccc(F)c([N+](=O)[O-])c1)N1C[C@H]2C[C@@H](C1)c1cccc(=O)n1C2	-1.0	47.6	-5.5%	15.1	-2.8%	4.4%	-0.6	15.2%	1.5%	2.6%
